SENP8 block-1 = SENP8 protease inhibition | inhibition, % at 10 µM | 1.2% of 330,000 active | AID 2540 | Q96LD8 | purified SENP8, Z-RLRGG-aminoluciferin cleavage, luminescence; in the data active means inhibition above about 50%
SENP8 block-2 = SENP8 (human) protease inhibition | Q96LD8 | recombinant SENP8, Nedd8 substrate fluorescence | inhibition, % at 20 µM | 0.64% of 360,000 active | AID 602440; in the data active means inhibition mostly above about 40%, no sharp cut-off; inactive means mostly below about 27%
UBC13 inh = human UBC13 polyubiquitination inhibition; inhibition, % at 20 µM; UBC13 polyubiquitin chain formation, TR-FRET; AID 485273; P61088; 0.47% of 330,000 active; in the data active means inhibition above about 45%, passing the limit was not always enough
SENP6 inh = SENP6 protease inhibition; Q9GZR1; Recombinant SENP6 catalytic domain, aminoluciferin luminescence; inhibition, % at 10 µM; 1.8% of 330,000 active; AID 2599;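 active means inhibition above about 50% at the single tested dose, limit read from the data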;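 further: plate controls were DMSO wells with enzyme for no effect and DMSO wells lacking enzyme for full effect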
Target sequence (Q9GZR1 628-1112 limits assumed): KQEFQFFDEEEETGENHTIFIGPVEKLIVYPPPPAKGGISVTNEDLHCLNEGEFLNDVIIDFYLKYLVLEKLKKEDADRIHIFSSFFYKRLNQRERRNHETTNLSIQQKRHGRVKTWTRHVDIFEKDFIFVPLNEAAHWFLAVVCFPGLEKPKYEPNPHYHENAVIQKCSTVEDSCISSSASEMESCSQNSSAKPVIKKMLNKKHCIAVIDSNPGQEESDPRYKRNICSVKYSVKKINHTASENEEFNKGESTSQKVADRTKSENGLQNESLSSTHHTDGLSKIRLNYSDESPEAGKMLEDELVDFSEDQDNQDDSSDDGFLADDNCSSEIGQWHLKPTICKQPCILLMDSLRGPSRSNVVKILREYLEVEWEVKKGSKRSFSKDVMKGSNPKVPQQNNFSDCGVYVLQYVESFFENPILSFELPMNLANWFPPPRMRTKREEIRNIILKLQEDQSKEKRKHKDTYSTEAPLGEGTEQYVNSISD
SENP1 FRET inh = blocks the human SENP1 SUMO protease catalytic domain | inhibition, % at 10 µM | 0.21% of 360,000 active | Q9P0U3 | recombinant SENP1 catalytic domain, CyPet-SUMO1-YPet FRET cleavage;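 active means inhibition at least 30% at 10 µM, raw YFP signal under a set limit, fluorescence ratio 0.5 to 1.5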;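 further: 0% = enzyme with DMSO and 100% = no enzyme wells; some results filed as inactive read as strong as hits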
Target sequence (Q9P0U3 419-644 limits assumed): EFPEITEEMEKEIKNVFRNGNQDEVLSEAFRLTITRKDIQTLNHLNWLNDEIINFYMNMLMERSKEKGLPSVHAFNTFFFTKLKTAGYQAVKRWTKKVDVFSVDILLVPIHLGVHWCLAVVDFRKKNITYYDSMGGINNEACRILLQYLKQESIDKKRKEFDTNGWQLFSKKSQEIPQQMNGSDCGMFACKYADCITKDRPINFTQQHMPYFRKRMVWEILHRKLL
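Controls: no-enzyme wells low, DMSO-plus-enzyme wells high control. Test system: human recombinant His6-tagged SENP1 catalytic domain enzyme. Reagent: SFCypet-SUMO1-SFYpet FRET protein substrate, 25 nM final. Doses: one dose per compound, 10 µM, 0.5% DMSO. Detection: FRET, CFP and YFP emission. Timing: 50 min reaction at room temperature.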
SENP7 inh = inhibitors of human SENP7 protease; Q9BQF6; recombinant SENP7, Z-RLRGG-aminoluciferin luminescence, 40 min; inhibition, % at 5 µM; 1.5% of 330,000 active; AID 434973;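 active means inhibition above about 50% at the single test dose, limit read from the data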;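 further: plate controls were DMSO with enzyme for no effect and no enzyme buffer wells for full effect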
Target sequence (Q9BQF6 706-1050 limits assumed): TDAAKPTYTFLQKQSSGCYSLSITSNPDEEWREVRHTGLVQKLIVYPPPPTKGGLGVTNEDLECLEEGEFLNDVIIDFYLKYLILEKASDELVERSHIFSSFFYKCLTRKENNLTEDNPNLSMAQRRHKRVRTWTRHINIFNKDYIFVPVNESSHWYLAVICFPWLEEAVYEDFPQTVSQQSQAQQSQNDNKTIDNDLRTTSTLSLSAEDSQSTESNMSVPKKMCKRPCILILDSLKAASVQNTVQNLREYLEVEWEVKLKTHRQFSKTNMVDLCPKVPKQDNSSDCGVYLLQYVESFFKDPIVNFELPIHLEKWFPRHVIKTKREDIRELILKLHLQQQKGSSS
MIN6 prolif = inducers of beta-cell replication in MIN6 cells | MIN6 cells proliferation, ATPlite luminescence, 48 h; cells starved in 0.2% serum; 100% = growth in 10% serum | proliferation, % at 10 µM | 0.29% of 330,000 active | AID 2380;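 active means compounds whose signal lies at least 3.5 SD above the mean of all wells on their plate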;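 further: 0% = DMSO-treated cells in low-serum medium and 100% = 10% serum control; some compounds called inactive have numbers as strong as hits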
HKDC1 inhibitor = blocks human hexokinase HKDC1 activity; AID 493160; 0.16% of 340,000 active; recombinant HKDC1, G6PDH/diaphorase resazurin coupled fluorescence; inhibition, % at 20 µM; Q2TB90;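 active means inhibition above about 35% when tested at 20 µM, limit read from the data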;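 further: plate controls were DMSO wells with enzyme for no effect and DMSO wells lacking enzyme for full effect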
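Material – in-house recombinant HK5 (HKDC1) enzyme · Quantity – HKDC1 at 5 µg/mL · Buffer or medium – pH 8.0 Tris buffer with 10 mM MgCl2 · Reagent – glucose with 1 mM ATP · Dosing – single 20 µM dose · Times – reaction time 90 min, room temperature, protected from light · Technique – resorufin fluorescence at 613 nm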
PfG6PD inh = PfG6PD (Plasmodium falciparum) enzyme inhibition | AID 504690 | inhibition, % at 20 µM | PfGluPho enzyme, NADPH resazurin-diaphorase fluorescence | 0.78% of 350,000 active;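 active means inhibition reaching at least a set limit at 20 µM in the primary screen, cut at about 59% in these data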;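 further: 0% = DMSO wells with substrate and 100% = DMSO wells lacking glucose-6-phosphate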
* = called active by the depositor; . = not tested or not shown.

SMILES | SENP8 block-1 | SENP8 block-2 | UBC13 inh | SENP6 inh | SENP1 FRET inh | SENP7 inh | MIN6 prolif | HKDC1 inhibitor | PfG6PD inh
CCN(CC)S(=O)(=O)c1cc(Cl)ccc1OC | -5 | 6 | 0 | -19 | 4 | -3 | -2 | -7 | 12
CN(CCc1cn[nH]c1)Cc1nc(C(c2ccccc2)c2ccccc2)no1 | -2 | 4 | -4 | -14 | -4 | -4 | 1 | -11 | 20
CCOC(=O)CCC(NC(=O)c1ccc(NCN2C(=O)CCC2=O)cc1)C(=O)OCC (stereo not given) | -19 | -23 | -11 | -6 | 3 | -10 | 1 | -9 | 12
Cc1ccccc1OCC(=O)NCCC(=O)O | 2 | 16 | -3 | -11 | 3 | 0 | -2 | -9 | -8
O=C(c1cn(-c2ccccc2)nc1-c1ccc(Br)cc1)N1CCOCC1 | -5 | 20 | 6 | 7 | 1 | -1 | 0 | -5 | -12
Cc1ccc(C2NNC(=O)C2NC(=O)c2ccccc2)cc1 (stereo not given) | 1 | 64* | -8 | 4 | 1 | 1 | -1 | -4 | 47
Brc1ccc(-n2c(SCc3nc4ccccc4[nH]3)nnc2-c2ccncc2)cc1 | -9 | -14 | -9 | -24 | -11 | -3 | -1 | -6 | 1
COc1ccc(NCC(=O)N/N=C(\C)c2cc3ccccc3o2)cc1 | -6 | 17 | -3 | -7 | 0 | 2 | -1 | 11 | 6
Cc1nnc(C)n1/N=C/c1ccc(-c2ccccc2)cc1 | -9 | 19 | -3 | -25 | 4 | 8 | -1 | 1 | -10
CCc1ccc(CN2CCC(Oc3ccc(C(=O)N4CCCCC4)cc3)CC2)cc1 | -3 | -4 | 3 | -6 | -7 | 10 | -7 | -6 | 2
O=C(O)CSc1nc(-c2ccccc2)nc2c1oc1ccccc12 | 9 | 18 | 13 | -2 | 1 | -13 | -2 | 2 | -33
Cc1ccc2cc(C(c3nnnn3C3CCCC3)N(Cc3ccccc3)Cc3ccco3)c(=O)[nH]c2c1 (stereo not given) | -1 | -30 | 3 | -7 | -10 | 1 | -3 | -1 | 10
O=C1/C(=C/c2cccnc2)Cc2ccc(Cl)cc21 | -20 | 22 | -6 | -15 | -2 | 6 | -5 | 2 | 12
NS(=O)(=O)c1ccc(CCNC(=O)c2ccc([N+](=O)[O-])s2)cc1 | 2 | 27 | -14 | 2 | 1 | 0 | -4 | -3 | 15
COc1ccc(NC(=S)N2CCN(C/C=C/c3ccccc3)CC2)cc1OC | -7 | 29 | -9 | -6 | 1 | 0 | -2 | -10 | -8
COc1ccc(C(=O)O)cc1S(=O)(=O)N(C)C | 1 | 22 | 3 | -8 | 2 | 6 | 0 | -7 | -5
CC(C#N)Sc1ncnc2sc3c(c12)CCC3 (stereo not given) | -3 | 9 | 9 | -10 | -2 | 1 | 1 | 2 | 1
CCc1ccc(N=C2NC(=O)/C(=C/c3cc(OC)c(OC)c(OC)c3)S2)cc1 | 14 | -187 | -18 | -2 | -12 | 3 | -4 | 8 | -11
O=C(O)CCn1c(SCCOc2ccccc2F)nc2ccccc21 | -7 | 7 | 0 | -3 | 0 | 3 | -2 | -5 | -2
C=CCn1c(CCC(=O)O)ccc1-c1ccccc1 | 2 | -118 | 3 | 1 | -13 | 10 | -3 | -6 | -4
CC(=O)Nc1cccc(NC(=O)CSc2ccc(-c3ccccn3)nn2)c1 | -6 | 18 | 16 | -1 | 1 | 11 | 0 | 6 | 1
O=C(CN1C(=O)c2cccc3cccc1c23)NCc1ccncc1 | 1 | -162 | 5 | -2 | -18 | 3 | -1 | 1 | 8
Nn1c(=O)[nH]c2c([nH]c3ccccc32)c1=O | -2 | -349 | 4 | -20 | 1 | -4 | -3 | -4 | 5
COc1ccc(/C(N)=N/OC(=O)c2cccs2)cc1OC | -1 | 2 | -12 | -8 | 1 | -3 | -2 | -1 | 2
CCn1c(=O)cc(OCC(=O)N2CCN(C(=O)c3ccco3)CC2)c2ccccc21 | -9 | 22 | -5 | -3 | 1 | -8 | -2 | 6 | -17
CN(C)CCCNC(=O)/C(=C/c1ccc(-c2ccc([N+](=O)[O-])cc2)o1)NC(=O)c1ccccc1 | 12 | -18 | -18 | -20 | -28 | 5 | 1 | -5 | -7
O=S(=O)(/N=C(/Nc1ccc(F)c(F)c1F)c1ccccc1)c1ccccc1 | -9 | 4 | 6 | -30 | 0 | 1 | 0 | -8 | 2
O=C(NNc1c(Cl)cccc1Cl)C1CCC1 | -2 | 21 | -3 | -10 | 1 | -6 | 1 | -7 | -3
COCCn1c(C)cc(C2=NNC(=Nc3ccccc3)SC2)c1C | 11 | -8 | -10 | 26 | 0 | -2 | -3 | -32 | 40
Cn1cc(CN2CCCC(CO)(Cc3ccccc3)C2)cn1 (stereo not given) | 2 | 6 | -2 | -12 | 1 | 8 | -4 | -7 | -2
O=C(NNC(=S)Nc1cccc(Cl)c1)c1ccccc1OC(F)F | -16 | 22 | -29 | -14 | 0 | -5 | 0 | -11 | 11
O=C(CSc1nnc2ccccn12)Nc1ccccc1C(=O)NC1CC1 | 0 | 10 | 1 | 2 | -2 | 10 | -2 | -9 | -1
O=C(Nc1nccs1)c1ccc(CSc2ccccc2)o1 | -12 | -5 | 4 | -7 | -2 | 1 | -2 | -3 | 1
COc1ccc(C(=O)N[C@H](C(=O)N2CCN(c3ccccc3F)CC2)C(C)C)cc1 | 0 | 14 | -4 | -3 | 2 | 23 | -4 | -5 | 12
CC(=O)N/N=c1\sc2ccccc2n1C | 6 | 4 | 6 | -10 | 0 | 2 | -4 | 10 | -2
CC(C)c1ccc2oc(-c3cc(N)ccc3O)nc2c1 | 91* | -115 | -2 | 94* | 19 | 86* | -6 | 0 | -21

In another format: four of the compounds above
The line under a structure holds: SENP8 block-1, SENP8 block-2, UBC13 inh, SENP6 inh, SENP1 FRET inh, SENP7 inh, MIN6 prolif, HKDC1 inhibitor, PfG6PD inh
O=S(=O)(/N=C(/Nc1ccc(F)c(F)c1F)c1ccccc1)c1ccccc1
→ -9, 4, 6, -30, 0, 1, 0, -8, 2
O=C(NNc1c(Cl)cccc1Cl)C1CCC1
→ -2, 21, -3, -10, 1, -6, 1, -7, -3
CCn1c(=O)cc(OCC(=O)N2CCN(C(=O)c3ccco3)CC2)c2ccccc21
→ -9, 22, -5, -3, 1, -8, -2, 6, -17
CC(C)c1ccc2oc(-c3cc(N)ccc3O)nc2c1
→ 91*, -115, -2, 94*, 19, 86*, -6, 0, -21

Remaining list, next part:
SMILES | SENP8 block-1 | SENP8 block-2 | UBC13 inh | SENP6 inh | SENP1 FRET inh | SENP7 inh | MIN6 prolif | HKDC1 inhibitor | PfG6PD inh
C[C@H](CO)N1C[C@H](C)[C@@H](CN(C)C(=O)Nc2ccccc2)Oc2ccc(NC(=O)Nc3ccc4c(c3)OCO4)cc2C1=O | 0 | 6 | 6 | 4 | 3 | -6 | 2 | 7 | 2
O=C(C[C@@H]1C/C=C\CCC(=O)OC[C@@H]2CCCN2C1=O)N[C@H](CO)Cc1ccccc1 | 0 | 5 | -11 | -19 | 2 | 1 | -2 | 0 | 5
CCCC[C@@H]1CNC(=S)N1CCCC | 7 | 9 | 6 | -16 | 2 | -3 | 0 | -2 | -1
Cc1cc(-n2c(C)cc(C(=O)COc3ccccc3[N+](=O)[O-])c2C)no1 | -4 | 6 | 3 | -8 | 3 | 5 | -5 | 1 | 10
CC1(c2cccc(Br)c2)NC(=O)N(CC(=O)Nc2cccnc2Cl)C1=O (stereo not given) | -2 | 4 | 4 | -3 | 1 | -5 | 1 | 3 | 9
CC(=O)OC[C@H]1O[C@@H](Oc2cc(O)cc3oc(-c4ccc(O)cc4)cc(=O)c23)[C@H](O[C@@H]2O[C@@H](C)[C@H](O)[C@@H](O)[C@H]2O)[C@@H](O)[C@@H]1O | 0 | -497 | 0 | -20 | -127 | 1 | -1 | -1 | 0
CC1Oc2ccccc2OC1C(=O)Nc1nccs1 (stereo not given) | 1 | 2 | 2 | 0 | 0 | 0 | 0 | -1 | 8
COc1ccc2[nH]c3c(NCCCOC(C)C)ncnc3c2c1 | 90* | -267 | 21 | 93* | -3 | 96* | -1 | 6 | 13
O=C(COc1ccc(S(=O)(=O)N2CCOCC2)cc1)Nc1cccc([N+](=O)[O-])c1 | -5 | 12 | -6 | -12 | 3 | 3 | 0 | -5 | 4
CON(C)S(=O)(=O)NC(=O)C1=C(N2CCCC2)COC1=O | 0 | 8 | 9 | 12 | 0 | -4 | -2 | -6 | -2
O=c1[nH]c(CN2CCN(S(=O)(=O)/C=C/c3ccccc3)CC2)nc2cc(Cl)ccc12 | -4 | -114 | -11 | -8 | -37 | 0 | -5 | 8 | 10
CN(C)S(=O)(=O)c1ccc2nc(NC(=O)c3cccnc3)sc2c1 | -6 | -130 | -3 | -20 | -61 | 9 | -4 | -3 | 6
CCOC(=O)C1CCCN1C(=O)c1ccc(OC)c(Br)c1 (stereo not given) | -6 | 18 | -4 | -30 | 2 | 0 | 0 | 0 | 1
CCc1ccc(-c2nc(CS(=O)CC(=O)NCCCN3CCOCC3)c(C)o2)cc1 (stereo not given) | 3 | -20 | -2 | 22 | -14 | 2 | 3 | -5 | 5
CCOc1ccc(S(=O)(=O)Nc2cccc(C(=O)NCC(C)(C)N3CCOCC3)c2)cc1 | -7 | 16 | -2 | -16 | 1 | 10 | 1 | -2 | -12
COc1cccc(NC(=O)COC(=O)c2ccc3c(c2)OCO3)c1 | 0 | 6 | -4 | 0 | 2 | 3 | 4 | -3 | 12
Cc1nn(CC(=O)Nc2ccc(C(C)C)cc2)c(C)c1[N+](=O)[O-] | 1 | 24 | -10 | -15 | 2 | -2 | 0 | -5 | 13
CCN(CC)C(=O)[C@H]1C[C@H](CC(=O)NCCN2CCOCC2)C(=O)N2CCc3c([nH]c4ccc(Cl)cc34)[C@]12C | . | 6 | . | . | 0 | 4 | . | 11 | -5
O=C1/C(=C\c2ccccc2)CCc2c1[nH]c1ccccc21 | 10 | -95 | -2 | 37 | -6 | 32 | -1 | 15 | 11
Cc1cc(C(=O)N/N=C/c2ccc(OCc3ccccc3)cc2)c(C)o1 | -12 | 11 | -12 | 33 | 0 | 16 | -4 | -9 | 6
CCOc1cc(N2CCOCC2)c(OCC)cc1NC(=O)COC(=O)c1ccc(Cl)cc1N | -11 | -313 | -3 | -12 | -2 | 1 | 6 | -2 | 13
CC(C)Oc1ccc(C(=O)NC2=NCCS2)cc1 | -12 | 12 | 14 | -2 | 3 | -5 | -3 | -7 | 49
Cc1ccc(C(=O)NC(=S)Nc2cccc3c(C)cc(C)nc23)cc1 | -7 | 7 | -2 | 3 | 1 | -6 | -6 | -5 | 0
Fc1ccc(-n2c(-c3ccc4ccccc4n3)n[nH]c2=S)cc1Cl | -7 | -275 | -9 | -32 | -10 | -9 | 0 | 2 | 48
COc1ccc(C(=O)NN(C)c2nc(-c3ccccc3)nnc2C(F)(F)F)cc1 | -7 | 19 | -1 | -17 | 1 | -6 | -2 | -5 | -7
Cc1nn(C)c(C(=O)Nc2ccc3c(c2)OCO3)c1[N+](=O)[O-] | 3 | 12 | -4 | 0 | -2 | -6 | -2 | 4 | 15
COc1ccc(CCNC(=O)CNS(=O)(=O)c2ccc(Cl)cc2)cc1 | 2 | 12 | 0 | -6 | 2 | -5 | -3 | 0 | 11

Compound activity as filed in PubChem BioAssay.
